# Screening data: PubChem, Johns Hopkins Ion Channel Center
# CHT allo act – allosterically activates the human high affinity choline transporter | AID 488977 | B-score at 10 µM | CHT-expressing cells, membrane potential dye, choline EC20; active compounds read high; LV-AA mutant CHT in HEK293 cells | actives 0.49% (n = 310,000);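 active = initial fluorescence not abnormally high and integrated response B-score, plate-corrected, over 3 SD above library mean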
# Target sequence (Q9GZV3 whole entry, looked up): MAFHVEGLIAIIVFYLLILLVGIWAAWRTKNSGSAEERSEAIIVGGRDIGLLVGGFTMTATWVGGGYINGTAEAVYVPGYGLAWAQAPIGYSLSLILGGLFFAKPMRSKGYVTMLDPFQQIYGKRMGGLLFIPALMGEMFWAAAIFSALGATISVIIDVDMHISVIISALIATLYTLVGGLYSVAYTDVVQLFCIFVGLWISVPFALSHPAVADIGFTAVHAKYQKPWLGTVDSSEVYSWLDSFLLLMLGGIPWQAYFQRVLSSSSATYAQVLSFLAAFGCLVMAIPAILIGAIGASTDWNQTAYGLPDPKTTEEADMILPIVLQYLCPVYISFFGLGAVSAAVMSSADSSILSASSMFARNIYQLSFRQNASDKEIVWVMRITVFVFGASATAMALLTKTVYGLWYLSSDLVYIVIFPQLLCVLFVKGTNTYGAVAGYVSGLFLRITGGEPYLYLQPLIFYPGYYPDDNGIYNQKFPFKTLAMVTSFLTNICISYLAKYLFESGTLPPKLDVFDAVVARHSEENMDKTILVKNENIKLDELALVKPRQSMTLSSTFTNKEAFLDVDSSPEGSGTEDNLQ
# CHT block – inhibitors of human choline transporter CHT; Q9GZV3; CHT-expressing cells, membrane potential dye, choline response; active compounds read low; B-score at 10 µM; actives 0.86% (n = 310,000); AID 488975;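 active = B-score over 3 SD under the library average, and starting fluorescence ratio not unusually high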;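 note: choline stimulus applied at its EC90 after an EC20 pre-addition; B-score computed on integrated fluorescence ratio after choline addition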
# Starred values were filed as active, the others as inactive; i = inactive.
# Values in the order – CHT allo act	CHT block
Cc1c(NC(=O)/C(=C/c2cccs2)c2cccs2)c(=O)n(-c2ccccc2)n1C
    i	i
COc1ccc(CC(=O)O/N=C(\N)c2ccccn2)cc1
    i	i
CN1CCN(c2nc(-c3ccccc3Cl)nc3ccccc23)CC1
    i	i
CNC(=O)c1csc(-c2ccc(Cl)cc2)n1
    i	i
O=C(CSc1nnc(COc2ccccc2)o1)NC1CC2CCC1C2 (centres undefined)
    i	i
COCCn1c(=NC(=O)c2cc(-c3cccs3)nc3ccccc23)sc2cc(S(N)(=O)=O)ccc21
    i	i
Cc1cc(C)cc(NC(=O)c2cc(S(=O)(=O)N3CCCC3)cn2C)c1
    i	i
Cc1oc(-c2ccccc2)nc1CS(=O)CC(=O)NC1CCCCCC1 (centres undefined)
    i	i
CCOC(=O)CSc1nnnn1-c1cc(OC)c(Cl)cc1OC
    i	i
CCCCCOCC1CC(C/C(C)=N/NC(N)=S)C(=O)O1 (centres undefined)
    i	i
CCOC(=O)CCSc1nc(C)c2cc(C)c(C)cc2n1
    i	i
O=C(CCn1cnc2ccccc21)N/N=C/C=C/c1ccccc1
    i	i
N#CCSc1nc(-c2ccccc2)c2cc(Cl)ccc2n1
    i	i
COc1ccc(-c2nc(C#N)c(NC(C)c3ccccc3)o2)cc1OC (centres undefined)
    i	i
CC(C)(CC(=O)O)CC(=O)NCc1c(Cl)cccc1Oc1ccccc1
    i	i
Cc1ccc(C)c(C(=O)n2cnnc2N)c1
    i	i
O=C(CCCc1ccccc1)Nc1ccc(S(=O)(=O)N2CCOCC2)cc1
    i	i
COc1ccc(C(=O)c2ccccc2Cl)cc1
    i	i
COc1cc(NC(=S)NCCCN2CCOCC2)cc(OC)c1
    i	i
COc1ccccc1-c1cc(C(F)(F)F)n2ncc(S(=O)(=O)c3ccccc3)c2n1
    i	i
Cc1ccc(OCc2nc(C#N)c(NCc3ccc4c(c3)OCO4)o2)cc1
    7.5*	i
CCOc1ccc(/C(O)=C2/C(=O)C(=O)N(CCN(CC)CC)C2c2ccco2)cc1 (centres undefined)
    i	i
COc1ccccc1NS(=O)(=O)c1cccc(NC(=O)NC2CCCCC2)c1
    i	i
COc1ccc(N2CCN(c3ccc(C(=O)O)cc3[N+](=O)[O-])CC2)cc1
    i	i
CCN(CC)c1ccc(N2C(=O)C3CCCCC3C2=O)cc1[N+](=O)[O-] (centres undefined)
    i	i
O=C1CC(N2CCN(C3CCc4ccccc4C3)CC2)C(=O)N1c1ccccc1 (centres undefined)
    i	i
NNC(=O)c1ccc(N2CCCCCC2)c([N+](=O)[O-])c1
    i	i
COC(=O)c1ccc(CSc2ncn[nH]2)o1
    i	i
CCn1c(SCC(=O)Nc2ccccc2OC)nc2ccccc2c1=O
    i	i
CCOc1ccc(S(=O)(=O)N(CC(=O)NCc2cccnc2)c2ccc(C)cc2)cc1
    i	i
CCN1CCN(C(=O)c2ccccc2Nc2ccc(SC(F)F)cc2)CC1
    i	i
O=C(/C=C\c1ccccc1OC(=O)c1ccccc1F)c1cc2ccccc2o1
    i	i
Cc1sc(-c2ccccn2)nc1OC(=O)c1cccc(Cl)c1Cl
    i	i
Cc1oc(C(=O)O)cc1COc1ccc2c3c(c(=O)oc2c1)CCC3
    i	i
COc1ccc(Oc2coc3cc(OCC(=O)N4CCCCC4)ccc3c2=O)cc1
    i	i
CC(N)(C(=O)O)c1cccc(OCc2cccc(Cl)c2)c1 (centres undefined)
    i	i
Cc1ccc(N(C(=O)c2ccc(CN3CCOCC3)o2)C(C(=O)NCCC(C)C)c2cccs2)c(C)c1 (centres undefined)
    i	i
Cc1nnc(Sc2nc3ccccc3o2)c2ccccc12
    i	-5.9*
Cc1ccc([N+](=O)[O-])cc1NC(=O)CN1CCC(C)CC1
    i	i
Cc1ccc2nc(CSc3nnc(Cc4cccs4)n3C3CCCCC3)cc(=O)n2c1
    i	i
O=c1c2ccccc2nnn1CSc1nc2ccccc2c(=O)n1CCCO
    i	i
Cc1cc(C(=O)CCC(=O)NCc2ccccc2F)c(C)s1
    i	i
Cn1cccc1/C=N/N1CCN(c2ccccc2)CC1
    i	i
CN(C)c1ccc(CNn2cnnc2)cc1
    i	i
COc1ccc(S(=O)(=O)Nc2cc(C)ccc2OC)cc1C
    i	i
COc1ccc(COC(=O)Nc2cc3c(C(F)(F)F)nn(C)c3s2)cc1
    i	i
CCN(CC)c1ccc(/C=C2\CCC(/C=N/NC(=O)c3ccc(=O)n(C)c3)=C2N2CCOCC2)cc1
    i	i
CC1CCCN(C(=O)Cn2nnc(-c3ccc(S(C)(=O)=O)cc3)n2)C1 (centres undefined)
    i	i
COc1ccccc1CN1CC(C(=O)NCCN2CCOC2=O)CCC1=O (centres undefined)
    i	i
O=C(CSc1nnc(-c2ccco2)o1)N1CCOCC1
    i	i
COc1cccc(-n2c(SCC(N)=O)nnc2-c2ccncc2)c1
    i	i
Cc1cc(C)n(C(=O)c2ccc(C)c(S(=O)(=O)N3CCCC3)c2)n1
    i	i
COc1ccc(CCNC(=O)C(=O)Nc2ccc3c(c2)OCO3)cc1OC
    i	i
COc1ccc(C2=NN(CCC(=O)NC3CCCCCC3)C(=O)CC2)cc1
    i	i
CCOC(=O)c1ccc(Nc2ncnc3ccccc23)cc1
    i	i
CCOC(=O)CSc1cc(C)nc(N)n1
    i	i
CCCCCCn1c(N2CCCC2)nc2c1c(=O)n(C)c(=O)n2C
    i	i
CC(C)c1ccc(NC(=O)Cn2ncc3ccccc32)cc1
    i	i
O=C(O)C1CCC(c2ccc(-c3ccccc3)cc2)CC1 (centres undefined)
    i	i
COc1ccc(/C=N/NC(=O)c2nc(-c3ccccc3)n(-c3ccccc3)n2)cc1OC
    i	i

# The list continues.
# Values in the order – CHT allo act	CHT block
Cc1ccccc1N1C(=O)Cc2ccccc2C1=O
    i	i
CCOc1ccccc1-n1c(=O)c2ccccc2c2ccccc2c1=O
    i	i
CC(C)(C)NC(=O)C(OC(=O)Cn1nnc(-c2ccc(F)cc2)n1)c1ccncc1 (centres undefined)
    i	i
Cc1ccccc1CSc1ccc(-c2ccc3c(c2)OCO3)nn1
    i	i
CN(C)c1ccc(N/C=C/C(=O)C(C)(C)C)cc1
    i	i
C#CCOc1ccc2c(C)cc(=O)oc2c1
    i	i
CSc1ccc(C2C3(C#N)C(N)=NC4(OCCO4)C23C#N)cc1 (centres undefined)
    i	i
CCCCCOc1ccc(C(=O)NCC(=O)NCC(=O)OCC)cc1
    i	i
CCOC(=O)c1ccc(NC(=O)CSc2nnc(C3CC3)n2CC)cc1
    i	i
COc1cc(CCN2C(=O)N[C@@H](CCc3ccccc3)C(C(C)=O)=C2C)cc(OC)c1OC
    i	i
Cn1c(=O)c2c(nc(CN3CCN(c4ccccc4F)CC3)n2CCCc2ccccc2)n(C)c1=O
    i	i
Cc1csc(SCC(=O)Nc2cc(S(=O)(=O)N(C)C)ccc2C)n1
    i	i
COc1ccccc1-c1noc2ncnc(Nc3cccc(C)c3)c12
    i	i
Cc1ccc(O)c(C(=O)c2cnc3c(c2)c(C)nn3-c2ccccc2)c1
    i	i
CCOC(=O)c1cccnc1SC(CC)C(=O)N1CCOCC1 (centres undefined)
    i	i
Cc1ccc(NCc2ccccc2O)cc1C
    i	i
COc1ccc2nc(NC(=O)c3cccc(OCc4c(C)noc4C)c3)sc2c1
    i	i
O=C(COC(=O)C1CCN(S(=O)(=O)c2ccccc2C(F)(F)F)CC1)NCc1ccc(F)cc1
    i	i
CCOc1ccc(NC(=O)CC2S/C(=N/N=C3CCCCCC3)NC2=O)cc1 (centres undefined)
    i	i
Cc1cc(OCC(=O)NCCc2ccc(S(N)(=O)=O)cc2)c2c(C)cc(=O)oc2c1
    i	i
Cc1c(-c2ccccc2)[nH]n2c(=O)c3c(nc12)CCCC3
    i	i
CCOC(=O)c1ccccc1OC(=O)CS(=O)c1ccccc1[N+](=O)[O-] (centres undefined)
    i	i
Nc1nc(NCc2ccc(Cl)cc2)nc(NCCO)c1[N+](=O)[O-]
    i	i
CCn1cc(C(=O)OCC(=O)Nc2c(C)n(C)n(-c3ccccc3)c2=O)c(=O)c2ccc(C)nc21
    11*	i
CSc1nc(C)c(C(=O)Nc2ccccc2)c(C)c1C#N
    i	i
CCCc1c(C(=O)Nc2ccc(N3CCOCC3)cc2)cnn1-c1ccccc1
    i	i
CCCN1C2CCCC1CC(NC(=O)c1ccc(C(C)(C)C)cc1)C2 (centres undefined)
    i	i
O=C(/C=C/c1ccc(O)cc1)c1ccc(O)cc1O
    i	i
Cc1cccc2cn[nH]c12
    i	i
CCc1cc2c(=O)c(-c3nc4ccccc4n3C)c(CCCC(=O)O)oc2cc1OC(=O)C(C)(C)C
    i	i

# Gathered by group, the compounds so far with a nitro group on carbon (6)
# Values in the order – CHT allo act	CHT block
COc1ccc(N2CCN(c3ccc(C(=O)O)cc3[N+](=O)[O-])CC2)cc1
    i	i
CCN(CC)c1ccc(N2C(=O)C3CCCCC3C2=O)cc1[N+](=O)[O-] (centres undefined)
    i	i
NNC(=O)c1ccc(N2CCCCCC2)c([N+](=O)[O-])c1
    i	i
Cc1ccc([N+](=O)[O-])cc1NC(=O)CN1CCC(C)CC1
    i	i
CCOC(=O)c1ccccc1OC(=O)CS(=O)c1ccccc1[N+](=O)[O-] (centres undefined)
    i	i
Nc1nc(NCc2ccc(Cl)cc2)nc(NCCO)c1[N+](=O)[O-]
    i	i

# (list continues)
# Values in the order – CHT allo act	CHT block
CC(C)(C)NC(=S)N/N=C/c1c(Cl)cccc1Cl
    i	i
Cn1nc(C(F)(F)F)c(C(=O)Nc2ccc(F)cc2F)c1Sc1ccc(C(F)(F)F)cc1
    i	i
CN(C1CCCCC1)S(=O)(=O)c1ccc(S(=O)(=O)N2CCCC2)cc1
    i	i
O=C(COC(=O)c1ccc(S(=O)(=O)NCc2ccco2)cc1)NCC1CCCCC1
    i	i
Cc1nc(S(=O)(=O)Nc2ccc3c(c2)OCCO3)cn1C
    i	i
COC(=O)C1C(=O)c2c(n[nH]c2C)CC1(C)C (centres undefined)
    i	i
CC(=O)N(CCP(=O)(c1ccccc1)c1ccccc1)Cc1ccco1
    i	i
COC(=O)c1ccccc1NC(=O)c1cc(OC)cc(OC)c1
    i	i
COC(=O)c1cc(NC(=O)c2cc(-c3ccc(Cl)cc3)oc2C(F)(F)F)ccc1N1CCOCC1
    i	i
CN1CCc2c(c3ccccc3n2Cc2ccccc2)C1
    i	i
CCOc1ccc(-n2c(Cc3cc(=O)[nH]c(=O)[nH]3)nnc2SC(C)C(=O)OC)cc1 (centres undefined)
    i	i
COC(=O)CSC1=C(C#N)C(c2ccc3c(c2)OCO3)C2=C(CCCC2=O)N1 (centres undefined)
    i	i
Cn1c(=O)c(C(=O)CN2CCCc3ccccc32)c(N)n(Cc2ccccc2)c1=O
    i	i
O=c1c2cc(O)c(O)cc2oc2cc(O)c(C3OC(CO)C(O)C(O)C3O)c(O)c12 (centres undefined)
    i	i
O=C(Nc1ccc(Br)cc1)c1ccc(CSC2=NCCS2)cc1
    i	i
CCCCCCOc1ccc(N2C(=O)CC(SCCN)C2=O)cc1 (centres undefined)
    i	i
Oc1ccccc1C(=S)N1CCCCCC1
    i	i
COc1ccccc1CNC(=O)COC(=O)c1cccc(S(=O)(=O)N2CCCCC2)c1
    i	i
Cc1cccc(N2C(=O)C(O)=C(C(=O)c3cccs3)C2c2ccc(C(C)C)cc2)n1 (centres undefined)
    i	i
Cc1cc(C)n(-c2cccc(CN3CCC(CO)(Cc4ccccc4)CC3)c2)n1
    i	i
CCc1ccccc1OCCCCN1CCCCC1
    i	i
NC(=O)CC(NC(=O)Cc1ccc(Br)cc1)c1ccc(N2CCC(N3CCCC3)CC2)c([N+](=O)[O-])c1 (centres undefined)
    i	i
CC(C)(C)C(=O)Oc1cc(N)n(S(=O)(=O)c2ccccc2)n1
    i	i
O=C(COc1ccccc1)NCC(=O)N/N=C/c1ccc(Br)cc1
    i	i
CCN(CC)C(=O)c1ccc(COc2ccc(Cl)c(C)c2)o1
    i	i
Cc1cccc(NC(=S)N2CCC(c3nc4ccccc4s3)CC2)c1
    i	i
NC(=O)COC(=O)c1ccc(-c2ccc(O)cc2)cc1
    i	i
CCCCOc1ccc(C(=O)Nc2ccc(SC(F)F)cc2)cc1OC
    i	i
O=C(c1noc2c1CCCC2)N1CCN(c2ccccc2)CC1
    i	i
CCN(CC(=O)NCc1ccc(F)cc1)C(=O)CN1CCN(c2ccc(OC)cc2)CC1
    i	i
CCN1CCN(CC(=O)c2cc(Cl)ccc2Cl)CC1
    i	i
O=C(COC(=O)CCC(=O)c1ccc(Cl)cc1)NC1CC1
    i	i
COC(=O)[C@H]1[C@H]2C[C@H]3c4[nH]c5ccccc5c4CCN3C[C@H]2CC[C@@H]1O
    i	i
C/C(=N\OCC(=O)N/N=C/c1ccccc1)c1cccs1
    i	i
N#Cc1ccc(Oc2ccc(S(=O)(=O)N3CCOCC3)cn2)cc1
    i	i
COc1cccc(-c2cc(C(=O)NC3CCCCC3)no2)c1
    i	i
CC1CCCCN1CC(=O)NC(c1ccccc1)c1ccccc1 (centres undefined)
    i	i
CCOc1cc(CO)ccc1OCC(=O)N1CCCCC1
    i	i
CS(=O)(=O)N(CC(=O)N/N=C/c1ccco1)c1ccccc1Br
    i	i
Cc1ccccc1NC(=O)N1CCCN(c2ccc(C#N)cn2)CC1
    i	i
O=C(NC(N1CCOCC1)C(Cl)(Cl)Cl)c1ccc(F)cc1 (centres undefined)
    i	i
Cc1ccc(S(=O)(=O)N2CCC(=O)N(CCOCc3ccc(Cl)cc3)CC2)cc1
    i	i
